CDK5 p35 inh – blocks human CDK5/p35 kinase activity | Q00535+Q15078 | Recombinant CDK5/p35, ADP-Glo luminescence, 60 min | inhibition, % at 10 µM | hit rate 0.01% among 330,000 | AID 488839;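 active means highest replicate inhibition of at least 50% and at least 75% of replicates reaching 50%; inconclusive means only one of the two criteria met; inactive means both criteria failed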;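 further: plate controls were DMSO neutral control for no effect and GW8510 at 10 µM for full effect; many of its hits are not listed in these tables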
CAL PDZ FP-1 – CAL PDZ (human) peptide binding inhibition. inhibition, % at 24.9 µM. AID 602252. purified CAL PDZ, TMR-peptide fluorescence polarization, 1 h. hit rate 0.92% among 300,000. Q9HD26;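 active means mean inhibition of at least 30% with at least half of replicates also reaching 30%; inconclusive means no clear call, values can overlap the other calls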;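 further: 0% = DMSO neutral control and 100% = excess unlabeled competitor peptide PRC23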
V-ATPase pH – yeast V-ATPase proton transport regulation by pHLuorin | response, % at 10 µM | S. cerevisiae, pHLuorin cytosolic pH fluorescence | AID 504577 | hit rate 0.37% among 350,000; in the data active means response mostly above about 7.3%, no sharp cut-off; inactive means mostly below about 5.4%; further: actives read high; inactives centre near 0; some compounds called inactive have numbers as strong as hits
cardiac RTF act – cardiac RTF calcium sensitization; P19429+P45379; hit rate 0.24% among 340,000; activation, % at 7.2 µM; AID 493008; IANBD-labeled TnC RTF fluorescence at EC20 calcium; 0% EC20 calcium, 100% full calcium;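 active means activation above the mean over all tested compounds plus 3 SD, cut at about 30% in these data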;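 further: rise in fluorescence read as greater calcium sensitivity of cardiac thin filaments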
Wnt bcat act – Wnt/beta-catenin pathway activation | hit rate 1.2% among 300,000 | Wnt/beta-catenin reporter cell assay, activator, plate reader | activation, % at 9.35 µM; in the data active means activation above about 30%, passing the limit was not always enough; inconclusive means no clear call, values can overlap the other calls;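 further: 0% = neutral control wells and 100% = positive control wells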
CAL PDZ FP-2 – blocks peptide binding to human CAL PDZ domain; AID 504414; purified CAL PDZ, TMR-peptide fluorescence polarization, 1 h; hit rate 0.02% among 330,000; inhibition, % at 20 µM; Q9HD26;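 active means highest replicate inhibition of at least 40%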;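 further: plate controls were DMSO neutral control wells for no effect and unlabeled competitor peptide control wells for full effect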
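Control set: unlabelled peptide and DMSO controls / Material: purified CerCALP PDZ construct / Timing: 1 h incubation at room temperature before polarization reading / Doses: 20 µM, one dose / Detection: fluorescence polarization (mP)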
MITF TRPM1 HTS – increases MITF-driven TRPM1 promoter luciferase signal; SK-MEL-5 TRPM1-promoter luciferase, 24 h; % of positive control, neutral wells = 0; activation, % at 12.5 µM; hit rate 0.75% among 300,000; AID 588334;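 active means mean activation of at least 80% with every replicate also reaching 80%; inconclusive means mean reaches 80% but some replicate falls short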;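 further: 0% = neutral control wells and 100% = parthenolide positive control wells; values of inactives mirror those of a sister screen read the other way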
Rtt109 HAT inh – inhibitors of Candida albicans Rtt109/Vps75 histone acetyltransferase. Q5AAJ8. purified Rtt109/Vps75, ThioGlo CoA-SH fluorescence, 4 h. inhibition, % at 34.9 µM. hit rate 0.16% among 330,000;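 active means inhibition of at least 50% in every replicate; inconclusive means best replicate reaches 50% inhibition but some replicates fall short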
Target sequence (Q5AAJ8 whole entry, looked up): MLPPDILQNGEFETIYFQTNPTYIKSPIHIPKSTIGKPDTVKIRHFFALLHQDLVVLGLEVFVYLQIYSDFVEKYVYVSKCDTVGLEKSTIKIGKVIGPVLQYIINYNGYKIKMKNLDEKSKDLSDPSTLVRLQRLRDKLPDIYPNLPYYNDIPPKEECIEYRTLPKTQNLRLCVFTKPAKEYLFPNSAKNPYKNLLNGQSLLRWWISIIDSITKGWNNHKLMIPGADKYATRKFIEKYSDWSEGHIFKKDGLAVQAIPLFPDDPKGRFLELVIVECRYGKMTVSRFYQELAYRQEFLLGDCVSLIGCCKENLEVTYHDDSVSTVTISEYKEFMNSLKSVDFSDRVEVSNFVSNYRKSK
Tat transport – E. coli Tat transport inhibition | E. coli MC4100 TorA-mCherry Tat export, fluorescence | inhibition, % at 10 µM | hit rate 0.036% among 340,000;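 active means mean replicate inhibition at least 50% and at least half of replicates individually reaching 50%; inconclusive means only one of the two criteria met; inactive means neither criterion met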;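 further: exported cargo escapes ClpAP degradation while cytoplasmic cargo is degraded and loses fluorescence; 0% = median of neutral control wells and 100% = median of NaSCN control wells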
dFosB act – enhances mouse delta FosB homodimer DNA binding | AID 493131 | purified delta FosB, TAMRA-CDK5 oligo fluorescence polarization; percent of positive-control signal above neutral wells | hit rate 0.99% among 340,000 | activation, % at 25 µM;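 active means mean activation above about 17%, with every replicate also reaching it, limit read from the data, passing the limit was not always enough; inconclusive means only one of the two conditions met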;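 further: fluorescence polarization rise as delta FosB binds a TAMRA Cdk5 AP-1 oligo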
Target sequence (P13346 whole entry, looked up): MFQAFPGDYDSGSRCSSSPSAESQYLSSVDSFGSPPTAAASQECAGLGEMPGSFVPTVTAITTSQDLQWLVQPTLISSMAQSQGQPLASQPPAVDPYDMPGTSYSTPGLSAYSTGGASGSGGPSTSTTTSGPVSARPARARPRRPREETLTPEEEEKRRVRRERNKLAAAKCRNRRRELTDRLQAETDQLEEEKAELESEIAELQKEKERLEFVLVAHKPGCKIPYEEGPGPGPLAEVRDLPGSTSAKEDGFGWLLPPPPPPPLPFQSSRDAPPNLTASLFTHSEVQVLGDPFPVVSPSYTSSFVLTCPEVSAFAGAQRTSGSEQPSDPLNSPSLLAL
* marks the source's active call; other numbers are inactive results; ? = inconclusive; . = not tested or not shown. Rows are unselected; about 4.1% have a hit in one of these screens.

Sequence of screens – CDK5 p35 inh	CAL PDZ FP-1	V-ATPase pH	cardiac RTF act	Wnt bcat act	CAL PDZ FP-2	MITF TRPM1 HTS	Rtt109 HAT inh	Tat transport	dFosB act
COC(=O)c1ccc(/C=N/NS(=O)(=O)c2cc(C)ccc2C)cc1
    .	-4	-2	4	4	-1.3	6	-2	1	-7
Cc1noc(C(=O)NCc2cccnc2)c1Cl
    2.4	-3	4	3	-1	-0.5	-9	-7	-13	3
Cc1nn(CC(=O)O)c(C)c1NC(=O)c1cccs1
    1.6	0	-5	-2	0	-2.5	-7	-5	0	-5
CC(C)COc1ccc(S(=O)(=O)n2cc(F)c(=O)[nH]c2=O)cc1
    0.8	-4	0	-1	-3	-1.6	-5	10	-4	9
Cc1ccccc1N(Cc1nnc2n1CCCCC2)C(=O)Nc1ccccc1
    0.9	-5	14	2	-1	-5.2	-1	2	1	-6
CN1CCN(C(=O)c2ccc3c(=O)n4c(nc3c2)CCCCC4)CC1
    0.0	-3	3	-5	.	-0.7	11	-1	-13	-5
O=S(=O)(c1cccc(Cl)c1)N1CCCC1
    0.5	-3	-2	1	-2	-3.3	1	3	0	-5
CCN1CCN(c2ccc(NC(=O)COc3ccc([N+](=O)[O-])cc3)cc2)CC1
    -1.2	5	-1	-2	-1	-1.9	10	-5	-3	0
CC(=O)SCC(=O)N=c1sc2cc(F)ccc2n1C
    0.4	1	-2	-2	.	0.5	1	-2	-2	-2
COc1ccc(-c2nc3c(s2)CCc2onc(-c4ccc(OC)cc4)c2-3)cc1
    -0.6	-5	-2	-1	-10	-0.4	-16	5	4	-2
CCOc1ccc(NC(=O)CCSc2ccc(C)cc2)cc1
    -0.2	-4	4	-3	2	-0.7	1	-5	-4	0
CCC(C)(C)n1nnnc1C(c1ccc(C)cc1)N1CCN(C(=O)c2ccco2)CC1 (stereo unspecified)
    -1.4	.	.	16	4	-1.3	.	-12	-3	-14
FC(F)Oc1ccc(N=C2SCC3CCCCN23)cc1 (stereo unspecified)
    -2.1	-2	0	-1	26	-1.0	94*	0	-6	-2
CCOC(=O)C(C(=O)Nc1ccc(C)cc1)C1CCCCC1 (stereo unspecified)
    0.1	0	-2	2	.	-0.4	5	-4	?	-3
O=C(COc1ccc(F)cc1)Nc1cc(Cl)ccc1-n1cncn1
    0.4	-4	-2	-2	5	-2.5	9	13	4	26*

Sorted by formula weight (high to low): part of the list above
Sequence of screens – CDK5 p35 inh	CAL PDZ FP-1	V-ATPase pH	cardiac RTF act	Wnt bcat act	CAL PDZ FP-2	MITF TRPM1 HTS	Rtt109 HAT inh	Tat transport	dFosB act
CCC(C)(C)n1nnnc1C(c1ccc(C)cc1)N1CCN(C(=O)c2ccco2)CC1 (stereo unspecified)
    -1.4	.	.	16	4	-1.3	.	-12	-3	-14
Cc1ccccc1N(Cc1nnc2n1CCCCC2)C(=O)Nc1ccccc1
    0.9	-5	14	2	-1	-5.2	-1	2	1	-6
CN1CCN(C(=O)c2ccc3c(=O)n4c(nc3c2)CCCCC4)CC1
    0.0	-3	3	-5	.	-0.7	11	-1	-13	-5

The results go on.
Sequence of screens – CDK5 p35 inh	CAL PDZ FP-1	V-ATPase pH	cardiac RTF act	Wnt bcat act	CAL PDZ FP-2	MITF TRPM1 HTS	Rtt109 HAT inh	Tat transport	dFosB act
CCOC(=O)N1CCN(Cc2cc(=O)oc3ccc4ccccc4c23)CC1
    0.3	.	1	0	-2	0.7	.	-15	-2	-11
Cc1cc(=O)n(Cc2ccccc2)c2ccccc12
    0.0	-2	0	1	4	-0.6	0	-19	0	-4
Cc1ccc(/C=N/NC(=O)c2ccncc2)o1
    0.0	0	-1	3	-1	0.0	3	-4	-1	5
CCCCN1C(=O)NC(c2ccc(OC)cc2)C(C(=O)OCc2ccccc2)=C1C (stereo unspecified)
    0.8	-5	-3	1	-4	-1.1	-13	-2	-1	2
CCOc1ccccc1OCCCOc1ccc(C)cc1Cl
    -1.1	-1	0	-2	.	-0.1	56	-5	7	-1
O=C(c1ccc2c(=O)n(Cc3ccc(Cl)cc3)c(=S)[nH]c2c1)N1CCCC1
    .	2	-1	-1	0	-3.3	7	1	-2	15
CCOC(=O)c1cnc(Cc2ccccc2)[nH]c1=O
    1.2	6	2	0	-1	-1.0	0	-1	-7	3
COC(=O)/C(C#N)=C/c1cc(C)sc1C
    -6.9	-4	5	-5	-1	0.8	-2	-5	-12	0
O=S(=O)(Nc1ccc2c(c1)nc1n2CCOC1)c1ccccc1
    -0.1	.	0	0	-5	0.1	-6	-5	25	0
O=C(Nc1cc2c3c(c1)C1CCCC1CN3CC1CCCC21)c1ccccc1 (stereo unspecified)
    0.9	24	1	3	.	-2.1	11	5	-5	-19
COc1cc(OC)c(C2=NOC(C(=O)NCc3cccs3)C2)cc1Cl (stereo unspecified)
    -7.6	-2	-2	4	-2	-2.3	-21	2	6	-10
CCN1C(=O)c2cccc3c(NC(=O)c4cccc(N5C(=O)CCC5=O)c4)ccc1c23
    -0.2	-3	1	-3	.	-3.3	11	-10	0	-1

Reformatted with tabs: part of the list above.
mol	CDK5 p35 inh	CAL PDZ FP-1	V-ATPase pH	cardiac RTF act	Wnt bcat act	CAL PDZ FP-2	MITF TRPM1 HTS	Rtt109 HAT inh	Tat transport	dFosB act
Cc1cc(=O)n(Cc2ccccc2)c2ccccc12	0.0	-2	0	1	4	-0.6	0	-19	0	-4
Cc1ccc(/C=N/NC(=O)c2ccncc2)o1	0.0	0	-1	3	-1	0.0	3	-4	-1	5
CCCCN1C(=O)NC(c2ccc(OC)cc2)C(C(=O)OCc2ccccc2)=C1C (stereo unspecified)	0.8	-5	-3	1	-4	-1.1	-13	-2	-1	2
CCOc1ccccc1OCCCOc1ccc(C)cc1Cl	-1.1	-1	0	-2	.	-0.1	56	-5	7	-1

Screening data from PubChem BioAssay.
